Source: PubChem (The Scripps Research Institute Molecular Screening Center)
PAFAH1B2 FP inh: PAFAH1B2 enzyme inhibitors, primary screen, biochemical, fluorescence polarization, human; inhibition, % at 3.39 µM; recombinant PAFAH1B2, FP-rhodamine activity probe; 1.2% of 340,000 active;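 active means inhibition above the mean of all tested compounds plus 3 SD, cut at about 24% in these data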;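 further: 0% = enzyme with DMSO and 100% = wells lacking PAFAH1B2; many of its hits are not listed in these tables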
LYPLA2 counter: LYPLA2 inhibitors, primary screen, counter-screen for PME1 inhibitor project, biochemical, fluorescence polarization, FP-Rh probe ABPP | inhibition, % at 5.9 µM | 0.38% of 320,000 active | recombinant LYPLA2 | Acyl-protein thioesterase 2 (Homo sapiens), O95372;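 active means inhibition above the screen-wide mean plus 3 SD, limit set per campaign, cut at about 26% in these data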;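 further: 0% = LYPLA2 with DMSO and 100% = wells lacking LYPLA2 enzyme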
LYPLA1 inh: LYPLA1 inhibitors, primary screen, counter-screen for PME1 inhibitor project, biochemical, fluorescence polarization, FP-Rh probe ABPP. Acyl-protein thioesterase 1 (Homo sapiens), O75608. recombinant LYPLA1. inhibition, % at 5.9 µM. 0.16% of 320,000 active;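 active means inhibition above the mean of all tested compounds plus 3 SD, set per campaign, cut at about 14% in these data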;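 further: inhibitors block serine hydrolase probe labeling of LYPLA1 so polarization falls; 0% = enzyme with DMSO and 100% = wells lacking LYPLA1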
Target sequence (O75608 whole entry, looked up): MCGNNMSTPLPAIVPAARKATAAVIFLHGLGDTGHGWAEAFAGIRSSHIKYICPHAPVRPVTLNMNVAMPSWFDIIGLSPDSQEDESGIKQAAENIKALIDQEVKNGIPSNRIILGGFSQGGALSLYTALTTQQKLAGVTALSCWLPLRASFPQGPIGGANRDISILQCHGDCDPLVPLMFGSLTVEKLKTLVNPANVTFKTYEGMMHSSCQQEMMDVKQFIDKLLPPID
PAFAH1B3 FP inh: PAFAH1B3 enzyme inhibitors, primary screen, biochemical, fluorescence polarization, human; 0.28% of 340,000 active; Platelet-activating factor acetylhydrolase IB subunit alpha1 (Homo sapiens), Q15102; inhibition, % at 3.39 µM; AID 492972, 2010; recombinant PAFAH1B3, FP-rhodamine probe;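 active means inhibition above the screen-wide average of all tested compounds plus 3 SD, cut at about 25% in these data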;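 further: 0% = enzyme with DMSO only and 100% = wells lacking PAFAH1B3 protein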
PAFAH2 inh: PAFAH2 enzyme inhibitors, primary screen, biochemical, fluorescence polarization, human. Platelet-activating factor acetylhydrolase 2, cytoplasmic (Homo sapiens), Q99487. recombinant PAFAH2, FP-rhodamine activity probe. inhibition, % at 3.39 µM. 0.99% of 340,000 active;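 active means inhibition above the mean over all tested compounds plus 3 SD, cut at about 30% in these data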;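 further: inhibitors block probe labeling of enzyme so polarization drops; 0% = enzyme with DMSO and 100% = wells lacking PAFAH2 protein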
PREPL inhibitor: PREPL enzyme inhibitors, primary screen, biochemical, fluorescence polarization | recombinant PREPL, fluorescence polarization activity-based probe | 0.68% of 320,000 active | Prolyl endopeptidase-like (Homo sapiens), Q4J6C6 | inhibition, % at 5.96 µM; in the data active means inhibition above about 43%;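 further: 0% = enzyme with DMSO and 100% = wells lacking enzyme; many of its hits are not listed in these tables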
Target sequence (Q4J6C6 whole entry, looked up): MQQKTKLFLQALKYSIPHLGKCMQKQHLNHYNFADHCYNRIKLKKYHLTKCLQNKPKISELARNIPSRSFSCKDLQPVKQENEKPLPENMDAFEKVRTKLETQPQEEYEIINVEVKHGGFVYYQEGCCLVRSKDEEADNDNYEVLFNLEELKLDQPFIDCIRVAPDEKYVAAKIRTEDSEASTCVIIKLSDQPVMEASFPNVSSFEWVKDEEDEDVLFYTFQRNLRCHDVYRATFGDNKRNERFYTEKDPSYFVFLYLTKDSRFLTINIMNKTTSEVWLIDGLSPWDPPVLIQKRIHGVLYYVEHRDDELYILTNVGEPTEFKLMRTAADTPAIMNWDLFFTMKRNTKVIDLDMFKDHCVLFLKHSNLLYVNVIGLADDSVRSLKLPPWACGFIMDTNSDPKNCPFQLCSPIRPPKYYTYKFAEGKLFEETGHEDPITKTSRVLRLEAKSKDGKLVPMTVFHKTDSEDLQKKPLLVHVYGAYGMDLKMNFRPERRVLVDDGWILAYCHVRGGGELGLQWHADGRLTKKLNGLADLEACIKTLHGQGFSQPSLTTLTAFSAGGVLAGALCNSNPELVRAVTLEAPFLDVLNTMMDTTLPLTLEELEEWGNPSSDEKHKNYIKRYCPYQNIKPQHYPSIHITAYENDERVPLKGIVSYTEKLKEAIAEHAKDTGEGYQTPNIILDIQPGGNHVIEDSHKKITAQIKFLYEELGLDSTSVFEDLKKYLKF
pPAFAH inh: pPAFAH enzyme inhibitors, primary screen, biochemical, fluorescence polarization, human. Platelet-activating factor acetylhydrolase (Homo sapiens), Q13093. recombinant pPAFAH, FP-rhodamine probe fluorescence polarization. inhibition, % at 3.39 µM. 1.5% of 330,000 active;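 active means inhibition above the mean inhibition across the screen plus 3 SD, cut at about 25% in these data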;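 further: inhibitors block binding of the rhodamine activity-based probe so polarization drops; 0% = enzyme with DMSO and 100% = wells lacking pPAFAH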
PAD4 inh: human PAD4 inhibitors, primary screen, biochemical, fluorescence polarization, 1536-well format; Protein-arginine deiminase type-4 (Homo sapiens), Q9UM07; recombinant PAD4, RCA probe fluorescence polarization; inhibition, % at 6.36 µM; 0.41% of 330,000 active; AID 485272, 2010;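 active means percent inhibition above a cutoff equal to the mean of all tested compounds plus 3 SD, cut at about 15% in these data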;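 further: 0% = PAD4 with RCA probe and DMSO and 100% = probe without PAD4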
GSTO1 counter: inhibitors of recombinant GSTO1, primary screen, counter-screen for RBBP9 inhibitor project, biochemical, fluorescence polarization | Glutathione S-transferase omega-1 (Homo sapiens), P78417 | activity-based probe fluorescence polarization | inhibition, % at 5.96 µM | 1.1% of 300,000 active | AID 1974, 2009;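 active means inhibition above the campaign mean inhibition plus 3 SD, cut at about 35% in these data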;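 further: 0% = GSTO1-1 with DMSO and 100% = wells lacking GSTO1-1 enzyme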
The depositor's hits bear a star; x = no result given.

A first look:
SMILES | PAFAH1B2 FP inh | LYPLA2 counter | LYPLA1 inh | PAFAH1B3 FP inh | PAFAH2 inh | PREPL inhibitor | pPAFAH inh | PAD4 inh | GSTO1 counter
Cc1cc(C(=O)NCCCN2CCN(c3cc(Cl)ccc3C)CC2)n(-c2ccccc2)n1 | 4 | 21 | 0 | 0 | 2 | -23 | 1 | 2 | 4
Cc1noc(C)c1COc1ccc(C(=O)OCc2nnc(-c3ccc(Cl)cc3)o2)cc1 | 1 | 1 | -3 | -3 | 66* | -25 | 3 | 2 | -2
O=C(CSc1nnc(-c2ccco2)o1)Nc1cccc([N+](=O)[O-])c1 | 4 | 3 | -1 | 8 | -1 | 21 | -1 | 0 | -1
COc1ccccc1C(=O)Nc1ccccc1C(=O)NCc1ccco1 | 0 | 6 | 3 | 4 | 5 | -5 | 2 | -5 | 0
COc1cccc(/C=N/NC(=O)c2ccoc2C)c1 | 3 | -7 | 1 | 10 | 4 | -3 | 2 | -8 | -3
C=CC[N+]1(CC(=O)NCc2ccc(NC(C)=O)cc2)CCOCC1 | -3 | -2 | 2 | 6 | -6 | -10 | -3 | -1 | -5
C=CCn1c(O)c(N=Nc2ccccc2O)c2ccccc21 | 13 | 8 | -3 | 26* | 4 | 32 | 14 | -3 | x
Cc1nnc(C)c2c(C)n(N)c(C)c12 | x | 1 | 2 | x | x | 6 | -1 | -3 | 2
O=C(c1ccc([N+](=O)[O-])cc1Cl)N1CCN(c2ccccn2)CC1 | 0 | -4 | 0 | -2 | 0 | 25 | 2 | 4 | 1
CC(=O)NCCNC(=O)c1cccc(NS(=O)(=O)c2ccc3c(c2)OCCO3)c1 | 0 | -1 | 2 | 1 | 3 | 3 | 2 | -3 | -5
Cc1cc(=O)[nH]c(SCC(=O)Nc2nc3c(s2)CCCC3)n1 | 6 | 6 | 1 | 7 | 5 | 9 | 6 | -3 | -1

Results, repeating the preview:
SMILES | PAFAH1B2 FP inh | LYPLA2 counter | LYPLA1 inh | PAFAH1B3 FP inh | PAFAH2 inh | PREPL inhibitor | pPAFAH inh | PAD4 inh | GSTO1 counter
Cc1cc(C(=O)NCCCN2CCN(c3cc(Cl)ccc3C)CC2)n(-c2ccccc2)n1 | 4 | 21 | 0 | 0 | 2 | -23 | 1 | 2 | 4
Cc1noc(C)c1COc1ccc(C(=O)OCc2nnc(-c3ccc(Cl)cc3)o2)cc1 | 1 | 1 | -3 | -3 | 66* | -25 | 3 | 2 | -2
O=C(CSc1nnc(-c2ccco2)o1)Nc1cccc([N+](=O)[O-])c1 | 4 | 3 | -1 | 8 | -1 | 21 | -1 | 0 | -1
COc1ccccc1C(=O)Nc1ccccc1C(=O)NCc1ccco1 | 0 | 6 | 3 | 4 | 5 | -5 | 2 | -5 | 0
COc1cccc(/C=N/NC(=O)c2ccoc2C)c1 | 3 | -7 | 1 | 10 | 4 | -3 | 2 | -8 | -3
C=CC[N+]1(CC(=O)NCc2ccc(NC(C)=O)cc2)CCOCC1 | -3 | -2 | 2 | 6 | -6 | -10 | -3 | -1 | -5
C=CCn1c(O)c(N=Nc2ccccc2O)c2ccccc21 | 13 | 8 | -3 | 26* | 4 | 32 | 14 | -3 | x
Cc1nnc(C)c2c(C)n(N)c(C)c12 | x | 1 | 2 | x | x | 6 | -1 | -3 | 2
O=C(c1ccc([N+](=O)[O-])cc1Cl)N1CCN(c2ccccn2)CC1 | 0 | -4 | 0 | -2 | 0 | 25 | 2 | 4 | 1
CC(=O)NCCNC(=O)c1cccc(NS(=O)(=O)c2ccc3c(c2)OCCO3)c1 | 0 | -1 | 2 | 1 | 3 | 3 | 2 | -3 | -5
Cc1cc(=O)[nH]c(SCC(=O)Nc2nc3c(s2)CCCC3)n1 | 6 | 6 | 1 | 7 | 5 | 9 | 6 | -3 | -1
Cc1cc(C)n(C(=O)c2cccc([N+](=O)[O-])c2)n1 | 2 | 6 | 4 | 10 | 12 | -7 | 0 | 3 | 2
Cc1nc2c(ccc3nc(NC(=O)Cc4ccccc4)sc32)s1 | 5 | -7 | -6 | 4 | 10 | -13 | 3 | -3 | -6
Cc1cc(C)cc(Oc2coc3cc(OC(=O)c4cccnc4)ccc3c2=O)c1 | 3 | 4 | 4 | 6 | 5 | 6 | -2 | 3 | 12
CC(C)N(C(=O)COC(=O)c1ccc(Cl)nc1)C(C)C | -2 | 6 | 1 | 7 | 2 | 8 | 1 | 3 | 14
O=C(c1ccc2nc(-c3ccccc3)c(-c3ccccc3)nc2c1)N1CCCCC1 | 5 | -2 | -6 | 6 | -6 | 3 | 8 | 0 | 1
Cc1noc(C)c1COC(=O)CCc1ccc(S(=O)(=O)N2CCCCC2)cc1 | 4 | -5 | -5 | 5 | 9 | 6 | -6 | -2 | -8
C=CCOC(=O)C(C#N)c1nc2ccccc2nc1N1CCN(c2ccccc2OC)CC1 (centres undefined) | -2 | 3 | -2 | 11 | -11 | 14 | 6 | 2 | 5
C=CCn1c(SCCN2CCCC2)nc2c([nH]c3ccccc32)c1=O | 5 | -3 | 0 | 2 | 2 | 3 | -3 | -6 | 9
CCN(CC)S(=O)(=O)c1ccc(N2CCOCC2)c(NC(=O)C2COc3ccccc3O2)c1 (centres undefined) | -2 | 0 | -2 | 8 | 5 | -1 | 2 | 2 | 6
Cc1cccc(COC(=O)C(Cc2ccccc2)NC(N)=O)c1 (centres undefined) | 8 | 0 | -5 | 12 | -1 | 0 | 1 | 2 | 9
COc1ccc(NS(=O)(=O)c2c(C)[nH]c(C)c2C(=O)N2CCCCC2)cc1Cl | -3 | 2 | 0 | 9 | 4 | 2 | 8 | 1 | -2
O=C(O)c1ccccc1C(=O)NCC(O)c1ccccc1 (centres undefined) | 10 | 4 | -1 | 5 | -6 | -2 | 1 | -1 | 7
COc1ccc(-c2cc(-c3ccco3)[nH]c(=O)c2C#N)cc1OC | 6 | 1 | -1 | 10 | 10 | 2 | 20 | -19 | 22
CC1=C(C(=O)Nc2ccc(Br)cc2)C(c2ccco2)NC(=O)N1 (centres undefined) | 7 | -7 | -1 | 12 | -8 | 4 | -5 | -2 | 10
COc1ccc(C(=O)NCC(C)CN(C)C)cc1 (centres undefined) | -3 | 0 | 1 | 6 | 0 | -2 | 5 | -2 | 7
O=C(N1CCOCC1)N1CCc2ccccc21 | 5 | 1 | 0 | 9 | -3 | 5 | 5 | 1 | 6
CCc1nnc(NC(=O)CSc2nnc(-c3cc4ccccc4cc3O)n2CCOC)s1 | 3 | -3 | -3 | 5 | -6 | -15 | -3 | 0 | 11
COc1ccc(C2C(C#N)=C(N)Oc3c2ccc2cccnc32)cc1OC (centres undefined) | 4 | 0 | -1 | 1 | 4 | 11 | 10 | -1 | -6
O=C(Cc1ccccc1F)OCC(=O)N1CCN(C(=O)c2ccco2)CC1 | 2 | -2 | -1 | 0 | 0 | 4 | 23 | -6 | 3
COC(=O)c1cccc(NS(=O)(=O)c2ccc(NC(C)=O)cc2)c1C | 3 | 1 | 2 | 1 | 4 | 12 | 2 | -1 | 3
Cc1oc(-c2ccccc2Cl)nc1CS(=O)CC(=O)NCc1cccs1 (centres undefined) | 6 | 0 | 2 | -5 | 4 | -14 | 4 | 0 | -5
CC(C)(C)C(=O)N1NC(=Nc2ccccc2)SC1(C)C | 8 | -1 | 1 | 5 | 9 | 1 | 16 | -1 | 14
COc1ccc(NC(=O)CSc2nnc(-c3ccccn3)n2N)cc1 | 9 | 6 | 3 | 8 | 3 | 3 | 4 | 2 | 3
Cc1ccc(C)c2[nH]c(=O)c(CN(Cc3cccs3)C(=S)NCc3ccco3)cc12 | 6 | -11 | -10 | 2 | -2 | 1 | 0 | -9 | -11
O=C(Nc1cccnc1)c1ccc2snnc2c1 | 2 | 3 | -1 | -1 | 1 | 5 | 6 | -1 | -2
O=S(=O)(c1cc(-c2nnc(-c3ccc(Br)cc3)o2)ccc1Br)N1CCCCCC1 | 3 | 9 | 2 | 7 | 3 | 0 | 8 | -7 | 2
O=C1C=C(c2cccc(CO)c2)C[C@@H](c2ccc(F)cc2)C1 | -1 | -1 | 0 | 4 | -1 | -16 | 3 | 2 | x
COC(=O)[C@H](Cc1ccc(O)cc1)NC(=O)Cn1ccc(NC(=O)OCc2ccccc2)nc1=O | 13 | x | x | 8 | 1 | -4 | 2 | -5 | x
CC(C)=NOc1nc(NC(=O)NS(=O)(=O)c2ccccc2Cl)nc(N(C)C)n1 | -3 | -9 | -4 | 7 | -2 | 3 | 1 | -1 | -7
O=S(=O)(Cc1ccccc1)Nc1ccccc1Br | 1 | 8 | 4 | -1 | -3 | 12 | 2 | 1 | 4
CC1(C)CC(C)(O)P(=O)(c2ccccc2)O1 (centres undefined) | 1 | 3 | 1 | 3 | 0 | 12 | 7 | -3 | 27
O=C1CC(c2nc3ccccc3[nH]2)CN1c1cccc(C(F)(F)F)c1 (centres undefined) | 3 | 4 | 1 | 5 | 8 | 5 | -7 | 1 | 4
COCCn1c(C)cc(C(=O)COc2nc3ccccc3nc2C)c1C | 0 | 5 | -1 | 8 | -3 | 0 | 2 | -1 | -2
Cc1ccc(C2NC(=O)c3ccccc3O2)cc1 (centres undefined) | 2 | -3 | -1 | 9 | -2 | -4 | 2 | -1 | 7
FC(F)(F)c1ccc(N2CCN(c3ncnc4c3nnn4Cc3ccccc3)CC2)nc1 | 3 | -1 | -3 | 7 | 2 | -2 | -2 | 1 | -2
O=C(N/N=C/c1ccccn1)c1ccncc1 | 3 | 3 | 1 | 3 | 2 | 3 | 1 | 2 | -2
O=C1C(Cl)=C(NCCc2ccccc2)C(=O)N1CCc1ccccc1 | 2 | -4 | -4 | 0 | 0 | -17 | -7 | -1 | -7
O=C(CN1C(=O)c2ccccc2S1(=O)=O)NCCSC1CCCCC1 | 5 | 6 | 4 | 7 | -1 | 7 | 2 | -5 | -2
CN(C)S(=O)(=O)c1ccc(/C(O)=C2/C(=O)C(=O)N(Cc3cccnc3)C2c2ccncc2)cc1 (centres undefined) | 3 | -2 | 1 | 10 | -3 | 3 | 7 | -5 | 1
Cc1ccc(OCC(=O)N2CCCCCC2)c(C)c1 | 6 | 2 | -1 | 6 | 4 | 13 | -1 | -3 | 5
COC(=O)C1(CC2CC(c3ccccc3)=NO2)CCN(C(=O)OC(C)(C)C)CC1 (centres undefined) | -7 | 5 | 7 | 4 | -9 | 10 | 1 | -1 | -4

Not all compounds are listed, so the mix of outcomes need not match the whole.
